# Screens as filed in PubChem BioAssay.
# rCAG RNA binder: molecules binding r(CAG) RNA repeats | AID 651821 | 370,000 tested, 1.3% active | r(CAG) RNA repeat, TO-PRO-1 dye displacement fluorescence | inhibition, % at 3 µM;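 active means inhibition above the plate cutoff, the mean of all test compounds on that plate plus 3 SD, cut at about 35% in these data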;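 further: 0% = DMSO alone and 100% = 100 µM mitoxantrone as full dye displacement; higher means more dye released from RNA so lower well fluorescence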
# PG9 Ab binder: small molecules binding HIV-1 gp120 antibody PG9 | TR-FRET gp120-PG9 antibody binding | inhibition, % at 6.7 µM | 360,000 tested, 0.43% active; in the data active means inhibition above about 8.5%
# PRMT1 FP inh: PRMT1 (human) inhibition, primary screen; Q99873; inhibition, % at 2.79 µM; AID 652257; 370,000 tested, 1.3% active; recombinant PRMT1, activity-based probe fluorescence polarization;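 active means inhibition above about 21% made by adding two undisclosed values, limit read from the data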
# Rev-erbA mod: Rev-erb alpha (human) modulation. P20393. Rev-erbα–FITC-DNA binding, fluorescence polarization, 90 min. activity, % at 10 µM. 370,000 tested, 0.79% active;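 active means activity above about 14%, limit read from the data; passing the limit was not always enough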;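 further: 0% = DMSO wells with 35 nM protein and 100% = DMSO wells with 750 nM protein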
# TCR-CD3 inh: human TCR-CD3 binding inhibition | TAMRA-labeled TCR probe fluorescence, biochemical | inhibition, % at 9.4 µM | 360,000 tested, 0.37% active; in the data active means inhibition above about 19%;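 further: recombinant mutant TCR 2C K166C tagged with TAMRA read by polarization; 0% = receptor in buffer alone and 100% = receptor with positive control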
# MBD2 DNA inh: inhibitors of human MBD2 binding to methylated oligonucleotide. Q9UBB5. TR-FRET. inhibition, % at 4.4 µM. 370,000 tested, 0.31% active; in the data active means inhibition above about 13%
# Target sequence (Q9UBB5 whole entry, looked up): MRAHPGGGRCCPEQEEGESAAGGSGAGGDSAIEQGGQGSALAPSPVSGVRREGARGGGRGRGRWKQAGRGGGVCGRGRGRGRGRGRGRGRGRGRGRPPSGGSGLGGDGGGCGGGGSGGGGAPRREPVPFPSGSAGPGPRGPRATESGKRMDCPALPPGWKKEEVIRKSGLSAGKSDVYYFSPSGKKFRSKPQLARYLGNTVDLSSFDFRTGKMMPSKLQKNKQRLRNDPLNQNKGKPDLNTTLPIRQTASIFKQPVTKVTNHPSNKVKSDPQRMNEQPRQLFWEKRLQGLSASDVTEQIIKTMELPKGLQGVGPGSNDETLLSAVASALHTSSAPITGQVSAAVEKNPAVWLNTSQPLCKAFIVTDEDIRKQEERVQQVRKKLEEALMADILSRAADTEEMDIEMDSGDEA
# LEDGF integ inh: blocks HIV-1 LEDGF/p75-dependent DNA integration; 370,000 tested, 0.64% active; TR-FRET IN-LEDGF/p75 DNA integration, Eu/Cy5; AID 743269; inhibition, % at 3.7 µM;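 active means inhibition above the screen-wide mean plus 3 SD, cut at about 13% in these data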;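 further: signal is the Cy5 over europium emission ratio at 671 and 618 nm; 0% = plate median of compound wells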
# UHRF1 binding: human UHRF1 methylated DNA binding inhibitors. Q96T88. UHRF1 binding to methylated oligo, TR-FRET. inhibition, % at 4.4 µM. 370,000 tested, 0.75% active. AID 687016; in the data active means inhibition above about 21%;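 further: UHRF1 SRA domain binding a hemimethylated CpG hairpin DNA probe; 0% = median of test compound wells and 100% = reference inhibitor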
# HTRA1 inhibitor: HTRA1 (human) protease inhibition. inhibition, % at 5.96 µM. recombinant HTRA1, FP-rhodamine activity-based probe, fluorescence polarization. 340,000 tested, 0.5% active. Q92743; in the data active means inhibition above about 36%;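 further: 0% = enzyme with DMSO and 100% = wells lacking enzyme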
# Target sequence (Q92743 whole entry, looked up): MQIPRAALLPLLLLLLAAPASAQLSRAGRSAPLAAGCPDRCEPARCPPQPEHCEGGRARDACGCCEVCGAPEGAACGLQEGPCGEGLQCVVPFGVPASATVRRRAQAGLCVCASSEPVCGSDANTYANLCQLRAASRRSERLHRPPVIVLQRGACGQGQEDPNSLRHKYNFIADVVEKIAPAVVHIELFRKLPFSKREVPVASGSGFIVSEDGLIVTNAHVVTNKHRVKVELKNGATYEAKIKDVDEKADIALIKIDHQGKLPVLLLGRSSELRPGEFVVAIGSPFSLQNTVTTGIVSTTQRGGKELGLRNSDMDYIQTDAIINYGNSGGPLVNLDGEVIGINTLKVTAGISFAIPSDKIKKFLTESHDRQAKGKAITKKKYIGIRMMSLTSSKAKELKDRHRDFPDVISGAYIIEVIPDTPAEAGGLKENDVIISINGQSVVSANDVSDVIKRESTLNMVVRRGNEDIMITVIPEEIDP
# mABHD4 FP: inhibits mouse alpha/beta hydrolase domain 4 | purified mABHD4, FP-Rh probe fluorescence polarization | inhibition, % at 8.92 µM | Q8VD66 | 370,000 tested, 0.54% active;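 active means inhibition exceeding the mean over every tested compound plus 3 SD, cut at about 30% in these data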;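 further: 0% = plate median of compound wells and 100% = S159A mutant with DMSO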
#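 Test system: mABHD4 protein; Read-out basis: % inhibition; Incubation: 45 min + 60 min at 25 °C; Repeats: single replicate; Technique: fluorescence polarization with parallel and perpendicular emission, 525/598 nm; Compound: 8.92 µM, single dose; Benchmarks: full inhibition S159A mutant plus DMSO, zero as sample-well median.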
# Active calls of the source: *; · = not tested or not shown. This is a subset; the hit share may differ from the screen's.
no.	SMILES	Rev-erbA mod	PRMT1 FP inh	PG9 Ab binder	TCR-CD3 inh	UHRF1 binding	LEDGF integ inh	rCAG RNA binder	mABHD4 FP	MBD2 DNA inh	HTRA1 inhibitor
1	CCn1nc(C)c(CN2CCC(n3nccc3NC(=O)c3ccc4c(c3)OCO4)CC2)c1C	2	-1	0.1	-5	0	-5	-6	4	3	-4
2	CCOC(Cn1ccc(=O)[nH]c1=O)OCC	-2	3	-1.2	2	1	-7	-2	12	-2	9
3	CN1/C(=C/C=C/c2n(C)c3cc([N+](=O)[O-])c([N+](=O)[O-])cc3[n+]2C)C(C)(C)c2ccccc21	-35	7	-21	-8	-34	-2	22	-1	-26	42*
4	COc1cc(-c2n[nH]c(=S)n2C(C)c2ccccc2)cc(OC)c1OC (stereo not given)	0	1	0.7	3	-1	2	2	-2	4	1
5	COCC(=O)N(Cc1cc2cccc(C)c2[nH]c1=O)c1ccccc1	-1	1	-1.6	-5	1	-2	-5	3	2	12
6	CCc1nc2sc(C#N)c(N)c2c2c1CCCC2	9	3	0.1	-2	-5	-1	2	2	0	7
7	c1ccc(-c2cc3ccccc3[nH]2)cc1	-2	-5	-0.1	13	-20	1	3	3	-5	-5
8	Cc1c(/C=N/NC(=O)C2(O)c3ccccc3-c3ccccc32)cnn1C	0	-2	0.4	0	-1	5	-1	0	1	3
9	CCNC(=O)C1(C)CCCN(C(=O)c2oc3ccccc3c2C)C1 (stereo not given)	-1	-3	-1.6	-2	-1	5	2	0	-3	·
10	Cc1cc(C(C)(C)C)cc(C)c1CCNC(=O)c1c(C)noc1C	16	-2	-1.3	-4	3	-10	-4	-5	-4	0
11	Cn1ccc(C(=O)N/N=C/c2c[nH]c3ccccc23)n1	5	3	-0.1	-7	-2	-2	-1	1	2	3
12	C[C@@H]1C=C(C(=O)N2CCN(Cc3ccccc3)CC2)O[C@H](OCc2ccc(CO)cc2)C1	-1	-2	0.6	6	-2	-1	-9	-1	0	-1

# Part of the list above in order of count of non-hydrogen atoms, smallest number first:
no.	SMILES	Rev-erbA mod	PRMT1 FP inh	PG9 Ab binder	TCR-CD3 inh	UHRF1 binding	LEDGF integ inh	rCAG RNA binder	mABHD4 FP	MBD2 DNA inh	HTRA1 inhibitor
2	CCOC(Cn1ccc(=O)[nH]c1=O)OCC	-2	3	-1.2	2	1	-7	-2	12	-2	9
9	CCNC(=O)C1(C)CCCN(C(=O)c2oc3ccccc3c2C)C1 (stereo not given)	-1	-3	-1.6	-2	-1	5	2	0	-3	·
5	COCC(=O)N(Cc1cc2cccc(C)c2[nH]c1=O)c1ccccc1	-1	1	-1.6	-5	1	-2	-5	3	2	12
12	C[C@@H]1C=C(C(=O)N2CCN(Cc3ccccc3)CC2)O[C@H](OCc2ccc(CO)cc2)C1	-1	-2	0.6	6	-2	-1	-9	-1	0	-1

# More results:
no.	SMILES	Rev-erbA mod	PRMT1 FP inh	PG9 Ab binder	TCR-CD3 inh	UHRF1 binding	LEDGF integ inh	rCAG RNA binder	mABHD4 FP	MBD2 DNA inh	HTRA1 inhibitor
13	O=C(CSc1nc2[nH]ncc2c(=O)[nH]1)Nc1ccccc1	7	-2	-1.8	5	-2	-2	1	-3	0	0
14	CCCCn1c(O)c(C=NCCCN(C)C)c(=O)[nH]c1=O	-9	-3	-0.8	6	-2	-1	-3	4	-7	6
15	COc1cc(Cl)c(C)cc1NC(=O)CSCC#N	0	0	-1.3	0	1	2	2	1	-3	6
16	Cc1ccc(Cl)c(OC(=O)c2ccc(N3CCOCC3)c([N+](=O)[O-])c2)c1	-2	-2	-0.9	11	-1	-1	0	-6	-4	-21
17	Cc1cc(C)c[n+](-c2nc3ccccc3nc2[N-]S(=O)(=O)c2cccs2)c1	-2	3	-3.9	8	-1	3	1	6	-2	5
18	Cn1ncc2c(=S)nc(Cl)[nH]c21	-3	31*	4.7	-5	2	-5	3	2	2	3
19	O=S(=O)(/C=C/c1ccccc1)N1CCOCC1	2	-1	0.3	7	-1	0	3	3	-5	8
20	CC(C)(C)c1ccc(C(=O)N2CCN(C(=O)c3cccs3)CC2)cc1	-7	-3	-0.1	3	1	-4	-1	1	1	-3
21	Cc1ccc(-c2onc(C)c2C)cc1S(=O)(=O)N1CCOc2ccccc21	5	-1	-0.6	0	1	7	7	-33	0	-30
22	COc1cc([N+](=O)[O-])ccc1NC(=O)CC1SC(=Nc2ccc(F)cc2)N(CCC2=CCCCC2)C1=O (stereo not given)	0	5	1.1	6	2	3	7	-2	2	-13
23	COC(=O)COc1ccc(-c2nccc(-c3ccc(Br)cc3)n2)cc1	17	7	0.5	10	4	-3	3	-13	11	0
24	OC[C@@H]1CN(Cc2ccc(F)cc2)C[C@H](n2cnc3c(N4CCOCC4)ncnc32)O1	1	5	-1.7	-8	0	0	1	6	4	·
25	CCCc1cc(=O)oc2cc(C)cc(OCC(=O)N3CCC(C(N)=O)CC3)c12	-4	1	0.2	1	2	3	-6	0	-1	-2
26	O=C1NC(=Nc2ccccc2)S/C1=C/c1cccs1	-8	3	-2.7	-5	2	0	17	-31	2	-22
27	CCOC(=O)N1CCC(N2Cc3cccc(C(=O)Nc4c(C)cccc4CC)c3C2=O)CC1	5	3	0.6	1	-1	-3	-5	3	2	-4
28	CC1Cc2ccccc2N1C(=O)CSc1nc2c(c(=O)n(C)c(=O)n2C)n1Cc1ccccc1 (stereo not given)	-4	1	1.3	-8	9	3	4	-12	1	-29
29	C/C(=N\O)c1noc(C)c1C(=O)Nc1nccs1	-2	-6	0.3	6	-6	0	1	-4	-4	2
30	CC(C)CCNC(=O)c1c[nH]c2ccc(S(=O)(=O)N3CCOCC3)cc2c1=O	4	1	-2.4	3	3	-2	19	-5	-1	-6
31	O=C(NNC(=O)c1ccncc1)Nc1ccccc1	-2	0	1.1	0	-1	-1	-1	2	2	9
32	O=C(COC(=O)Cc1ccccc1F)NNC(=O)c1ccc([N+](=O)[O-])cc1	10	4	-0.3	-4	-1	-5	-1	5	-1	1
33	CCc1ccccc1-n1ncc(C(=O)Nc2ccc(OC)cc2)c1C	3	-1	-1.7	5	0	-2	-4	0	1	-3
34	Cc1nc2ccc(S(=O)(=O)NCC(=O)NC(C)c3ccccc3)cc2s1 (stereo not given)	1	3	2.5	-7	6	-3	0	7	5	2
35	CCOC(=O)c1ccc(N=c2sc(C(=O)OC)cc(=O)n2C2CC2)cc1	-7	1	1.5	5	-1	2	-2	-6	-1	7
36	CC1CCCC(C)N1CC(O)Cn1c2ccccc2c2ccccc21 (stereo not given)	-1	-2	0.6	3	-4	-5	3	-7	4	0
37	Cc1c(N=Cc2ccc[nH]2)c(=O)n(-c2ccccc2)n1C	-2	-2	-0.6	4	-4	3	-2	-6	-4	-3
38	Cc1ccc(C(=O)NC(=O)CSc2ncccc2C(=O)O)cc1	-7	-2	-1.3	-2	-1	-1	1	2	1	2
39	O=C(Nc1ccccc1)c1cc(N2CCOCC2)nc2ccccc12	5	-3	-0.6	4	-1	0	1	2	2	6
40	NC(=O)C1CCN(C(=O)C2(NC(=O)Nc3cccc(F)c3)CCCCC2)CC1	-4	3	-1.0	-7	3	-5	3	6	-2	-1
41	CC(=O)Nc1ccc(S(=O)(=O)N(C)CC(=O)OCC(=O)N2CCCC2=O)cc1	0	6	-1.6	-5	1	-2	-3	5	0	2
42	CCCCNC(=O)C(=O)N/N=C/c1cccc(Br)c1	-1	-4	0.3	11	4	-1	-2	-1	-2	-2
43	COc1ccc(CN(C)C2CCN(C)CC2)cc1OC	-4	-1	1.8	5	-3	-2	1	15	-6	2
44	O=C(CC(Nc1ccccc1)C(=O)O)c1ccccc1 (stereo not given)	-1	12	0.5	6	-4	1	3	8	-3	-4
45	CCO[C@@H]1OC(C(N)=O)=C[C@H](c2ccc3c(c2)OCO3)[C@H]1CCCO	-1	-1	-1.7	7	0	1	-1	4	-4	-3
46	CCOC(=O)C(Cc1ccccc1)NC(=O)Cn1nnc(-c2ccc(SC)cc2)n1 (stereo not given)	4	2	-0.1	3	0	0	5	-8	-4	-26
47	CC(=O)C1=C(O)C(=O)N(c2ccc(Br)cn2)C1c1cccc([N+](=O)[O-])c1 (stereo not given)	1	0	-1.7	0	-1	3	17	-3	-6	-1
48	Cn1nc(C2CC2)cc1NC(=O)CC(CC(=O)O)c1ccccc1 (stereo not given)	-5	0	-0.8	-2	1	-8	-1	1	0	·
49	O=C(O)C12CC3CC(C1)CC(n1ncc(NCc4ccco4)c(Cl)c1=O)(C3)C2	-5	2	0.8	-1	6	4	-3	3	-1	-4
50	COC(=O)c1ccc(C(=O)OC)c(NC(=O)CN2CCC(C)CC2)c1	1	1	-1.4	5	-1	3	-6	3	1	-2
51	CCOC(=O)C1=C(C)NC(=O)NC1c1ccc(F)cc1 (stereo not given)	-3	-3	-1.3	-5	-3	-1	-2	8	-3	8
52	Cn1c(=O)c2c(SCC(=O)NCC3CCCO3)nc(-c3ccccc3Cl)nc2n(C)c1=O (stereo not given)	-4	-1	1.6	-1	0	-5	-5	6	1	-4
53	CCOC(=O)Nc1n[nH]c(NC(=O)OCC)c1[N+](=O)[O-]	-3	2	-2.7	-2	0	0	2	4	1	-8
54	COCCNc1nc(Nc2ccc(F)cc2)c2sccc2n1	-1	-3	1.0	6	0	-5	1	8	1	·
55	COc1cc(C=O)c(Br)cc1OCc1ccc(C)cc1	18*	1	1.2	6	-2	1	-1	-11	-6	-42
56	CC(OC(=O)CCCOc1ccccc1)C(=O)NC(N)=O (stereo not given)	-1	-3	3.6	-3	-1	2	-1	3	-3	5
57	COc1cccc(CNC(=O)CN(C)S(=O)(=O)c2cnc[nH]2)c1	4	0	-2.1	1	-1	0	3	3	4	-1
58	CCCC(=O)Nc1cccc(NC(=O)c2ccc3c(c2)OCCO3)c1	1	-2	-0.5	6	-1	-1	-4	-3	1	-4
59	CCC(C(=O)OCC(=O)Nc1c(Cl)cc(Cl)cc1Cl)c1ccccc1 (stereo not given)	2	0	2.3	-11	0	4	0	-3	8	-16
60	O=S(=O)(NNc1ncc(C(F)(F)F)cc1Cl)c1ccc(F)cc1F	-2	6	-2.5	-10	1	6	3	-6	-2	7
61	O=[N+]([O-])c1ccc2c([N+](=O)[O-])ccc3c2c1CC3	-13	17	-0.2	9	-10	-1	19	40*	-5	54*
62	Cn1cc(Cc2ccccc2)c(=O)c(Cc2ccccc2)c1	6	-2	0.9	-1	-3	-1	2	4	1	-4
63	Cc1ccccc1NC(=S)NC(=O)c1cc(-c2ccccc2)nc2ccccc12	0	0	-0.4	5	0	0	9	-16	3	-29
64	CCCc1c(-c2ccccc2F)ncn1Cc1ccccc1OC	-1	2	0.0	-1	-1	-2	-2	3	2	·
65	Cc1cccc(C)c1-n1nnnc1C(c1ccnc2ccccc12)N1CCN(c2ccccc2F)CC1 (stereo not given)	0	-6	0.4	-11	4	5	3	0	-1	·
66	COc1ccc(C(C(=O)NCc2ccccc2)N(C(=O)c2snc(C(N)=O)c2N)C2CCCC2)cc1 (stereo not given)	0	2	-0.7	-9	-2	-3	0	6	2	0
67	O=C(Nc1cc([N+](=O)[O-])ccc1O)c1cccc([N+](=O)[O-])c1	0	0	-1.0	-11	0	2	2	4	5	5
68	Cc1nn(-c2ccccc2)c(N2CCCC2)c1/C=N/n1cnc2scc(-c3ccccc3)c2c1=O	19	1	-0.4	0	0	2	3	0	1	-5
69	Cc1cccc(C)c1OCc1cc(C(=O)N2CCNC(=O)C2)no1	2	0	1.1	4	1	3	1	-3	-6	-1
70	COc1cccc(NC(=O)CCNS(=O)(=O)c2ccc(Br)s2)c1	-2	1	0.5	0	-1	-5	4	2	3	-7
